# HCV NS3 hel inh: inhibitors of Hepatitis C virus NS3 helicase; NS3 helicase DNA unwinding, Cy5 molecular beacon fluorescence; inhibition, % at 10.9 µM; 290,000 tested, 0.56% active; AID 1800;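 active means inhibition above the mean of all tested compounds plus 3 SD, set per campaign, cut at about 35% in these data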;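 further: 0% = DMSO wells and 100% = thioflavine S control wells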
#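 Control set: DMSO versus 110 µM thioflavine S; Material: NS3 helicase fragment of HCV; Measured by: Cy5 fluorescence at 0 and 60 min, beacon hairpin quenching; Read-out basis: percent inhibition from t60/t0 fluorescence ratio; Times: reaction time 60 min, 25 °C; Repeats: single replicate; Compound dosing: single dose, 10.9 µM nominal final, DMSO 0.8% final.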
# SUMO HTRF inh: SUMOylation inhibition; HTRF SUMOylation assay, SAE1/SAE2 + UBC9, in vitro; inhibition, % at 35 µM; 290,000 tested, 0.36% active; AID 2006; in the data active means inhibition above about 50%, passing the limit was not always enough; further: strong numbers were not always called active
# Target sequence (P63279 whole entry, looked up): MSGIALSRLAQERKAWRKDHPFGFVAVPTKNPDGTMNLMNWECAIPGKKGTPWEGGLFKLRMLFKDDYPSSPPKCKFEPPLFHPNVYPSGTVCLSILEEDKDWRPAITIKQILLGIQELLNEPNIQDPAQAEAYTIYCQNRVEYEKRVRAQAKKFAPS
# FID counter: fluorescent intercalator displacement, NS3 helicase counter-screen; DNA fluorescent intercalator displacement, fluorescence; inhibition, % at 7.9 µM; 290,000 tested, 0.17% active; AID 1845; in the data active means inhibition above about 37%;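 further: 0% = vehicle and 100% = reference compound; higher means more ethidium bromide displaced from hairpin DNA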
# MEKK3 PB1 HTS: raises or lowers MEK5 binding to the human MEKK3 PB1 domain; Q99759; bead-based flow cytometry, Alexa488-MEK5 binding to MEKK3; actives lie on both sides; 0 = blocked by unlabeled MEK5, 100 = vehicle; binding response (% of control), % at 10 µM; 290,000 tested, 1.4% active; AID 1529;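 active means binding response more than 3 SD above or below the average of its plate-row segment, actives on both sides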;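 further: Alexa488 bead fluorescence after subtracting the streptavidin-only scavenger bead signal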
# Target sequence (Q99759 whole entry, looked up, the tested form may be a part): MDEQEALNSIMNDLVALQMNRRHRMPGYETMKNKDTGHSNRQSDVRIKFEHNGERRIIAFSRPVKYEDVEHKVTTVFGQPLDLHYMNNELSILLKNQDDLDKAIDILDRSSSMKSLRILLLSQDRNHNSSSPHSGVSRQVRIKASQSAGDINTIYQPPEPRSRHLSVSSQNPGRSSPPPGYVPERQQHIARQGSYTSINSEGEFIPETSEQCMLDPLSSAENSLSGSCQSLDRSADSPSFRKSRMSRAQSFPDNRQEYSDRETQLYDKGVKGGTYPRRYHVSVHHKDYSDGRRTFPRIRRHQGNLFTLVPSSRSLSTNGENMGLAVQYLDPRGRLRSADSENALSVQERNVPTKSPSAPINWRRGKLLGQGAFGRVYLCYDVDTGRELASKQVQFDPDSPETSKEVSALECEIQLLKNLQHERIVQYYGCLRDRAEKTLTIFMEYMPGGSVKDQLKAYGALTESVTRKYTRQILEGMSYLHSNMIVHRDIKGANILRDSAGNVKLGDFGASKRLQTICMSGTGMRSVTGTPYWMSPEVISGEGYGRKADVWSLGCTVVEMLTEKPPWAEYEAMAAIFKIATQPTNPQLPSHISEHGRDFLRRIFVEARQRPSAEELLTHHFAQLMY
# CRFBP-R2 block: CRF-BP/CRF-R2 complex antagonism; HEK293 CRF-R2/CRF-BP, CRF-induced calcium fluorescence; inhibition, % at 11.8 µM; 350,000 tested, 0.59% active;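 active means inhibition of the ligand-induced calcium signal above about 50% at the single tested concentration, limit read from the data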
# GalR3 antag: blocks the human galanin receptor 3; O60755; HEK293 GalR3-CNG cAMP membrane potential fluorescence; galR3 body fused to GalR1 C-terminus; inhibition, % at 3 µM; 360,000 tested, 0.44% active; AID 651719;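 active means inhibition above the screen-wide average plus 3 SD, cut at about 13% in these data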;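 further: forskolin and galanin both at EC90 stimulate the cells; cAMP rise reported by CNG channel membrane potential dye signal; 0% = forskolin plus galanin with DMSO and 100% = forskolin alone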
# Target sequence (O60755 1-299 limits assumed): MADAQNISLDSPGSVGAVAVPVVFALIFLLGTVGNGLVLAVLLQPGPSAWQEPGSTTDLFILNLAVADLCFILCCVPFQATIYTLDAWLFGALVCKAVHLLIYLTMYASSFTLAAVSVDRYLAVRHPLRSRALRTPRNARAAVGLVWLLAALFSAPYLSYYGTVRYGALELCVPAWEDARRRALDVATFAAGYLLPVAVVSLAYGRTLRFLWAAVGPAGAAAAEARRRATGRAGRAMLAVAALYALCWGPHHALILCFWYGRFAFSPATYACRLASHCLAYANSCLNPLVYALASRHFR
# MEKK2mut PB1 HTS: signal of MEK5 binding to mutant human MEKK2 PB1 domain. bead flow cytometry, Alexa488-MEK5 binding to MEKK2 mutant. percent response, % at 10 µM. 290,000 tested, 0.35% active. AID 1530; in the data active means percent response above about 24%, passing the limit was not always enough; further: inactives centre near 1; some results filed as inactive read as strong as hits
# CRFR2-BP ag: agonists of human CRF-binding protein/CRF-R2 receptor complex; 350,000 tested, 0.46% active; HEK293 CRF-R2/CRF-BP, calcium dye fluorescence (FLIPR); percent of saturating CRF peptide response; activation, % at 13.2 µM; AID 588473;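 active means activation of at least 50%, plus an integration ratio under a set limit after plate pattern correction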;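 further: plate controls were neutral control wells without compound for no effect and CRF at EC100 for full effect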
# MEKK2wt PB1 HTS: raises or lowers MEK5 binding to wildtype human MEKK2 PB1 domain; Q9Y2U5; bead flow cytometry, Alexa488-MEK5 binding to MEKK2 WT; actives lie on both sides; binding response (% of control), % at 10 µM; 290,000 tested, 1.1% active; AID 1531; in the data active means binding response below about 67% or above about 130%
# The depositor's hits bear a star; . = no result given; [ ] = remark or other dose.
# Below each SMILES – HCV NS3 hel inh, SUMO HTRF inh, FID counter, MEKK3 PB1 HTS, CRFBP-R2 block, GalR3 antag, MEKK2mut PB1 HTS, CRFR2-BP ag, MEKK2wt PB1 HTS
(1) N#CCCN(CCC#N)C(=O)c1ccc2c(c1)OCO2
    4, 5, -21, 103, -1, -1, -3, 0.8, 102
(2) O=C1c2ccccc2C(O)N1CCN1CCOCC1 (stereo unspecified)
    15, -11, -2, 101, -4, ., 1, 0.6, 104
(3) COc1ccc(-n2nnnc2SCC(=O)N2CCCc3ccccc32)cc1OC
    2, 19, -11, 95, -14, -3, 2, 0.7, 91
(4) CCOC(=O)C(C)n1cnc2sc(C)c(C)c2c1=O (stereo unspecified)
    8, 1, 0, 97, -7, 0, 3, -1.5, 101
(5) O=C(N/N=C\c1cccnc1)c1ccc(Cl)cc1Cl
    -11, 3, -6, 103, 2, ., 6, -0.9, 107
(6) COc1ccccc1Nc1nc2c(s1)CCC2
    1, 18, -3, 98, -14, -3, -1, 2.0, 98
(7) CC1(C)CC(NC(=O)c2ccccc2Cl)CC(C)(C)N1
    1, 10, 4, 90, -1, -1, -5, 13, 97
(8) O=C(c1ccc(=O)oc1)N1CCN(C(c2ccccc2)c2ccccc2)CC1
    -1, -10, 4, 102, -12, -5, 2, -2.0, 100
(9) COc1ccc(N2CSC3=C(C#N)C(c4ccc(OC)c(OC)c4)CC(=O)N3C2)c(OC)c1 (stereo unspecified)
    20, 13, -22, 100, -11, ., 3, -2.1, 100
(10) NC(=O)Cn1ccc(O)c(Cc2ccc(Cl)cc2Cl)c1=O
    -15, 16, -3, 104, 11, -8, 8, -0.8, 105
(11) N#Cc1cc2sc3nc4ccccc4n3c2cc1C#N
    3, -12, 0, 96, ., ., 2, ., 101
(12) Cc1ccc(NC(=O)CC2S/C(=N/N=C/C=C/c3ccccc3)NC2=O)cc1Cl (stereo unspecified)
    -5, -9, -4, 96, 6, 5, 10, 2.6, 96
(13) CC(C)(C)c1ccc(/C=N/N2CCN(c3ccccn3)CC2)cc1
    -8, 18, -16, 98, -11, -2, -2, -1.0, 100
(14) COC(=O)c1ccccc1NC(=O)CN1CCC(NC(=O)c2ccc(C)cc2)CC1
    6, 4, 3, 98, 37, -4, 3, -0.9, 97
(15) COc1ccc(OC)c(C2=NOC(C(=O)N3CCCc4ccccc43)C2)c1 (stereo unspecified)
    -2, 3, -26, 100, -14, -3, -3, 1.7, 95
(16) CCN(CC)C(=O)C1CCCN(c2ncnc3c2cnn3-c2cccc(C)c2)C1 (stereo unspecified)
    -10, 8, -32, 102, -37, 1, 1, -3.6, 100
(17) CCOc1ccc(CCNC(=O)Cn2cccc2C(=O)c2ccccc2)cc1OCC
    -1, 22, -35, 100, 0, -3, 0, -2.8, 102
(18) N#CC1=C(C=Nc2ccccc2O)CCC1
    21, 15, -5, 107, -6, -1, 1, 0.0, 105
(19) COc1nccnc1NS(=O)(=O)c1ccc(N/C=C2\CCCCC2=O)cc1
    13, 3, -9, 97, -10, -2, -3, 0.6, 95
(20) CC(C)CNC(=S)NC1CC2CCCC(C1)N2C1CCCCC1 (stereo unspecified)
    1, 3, 12, 99, -13, -4, -1, -0.8, 100
(21) CCOc1ccc(Oc2c(/C=N/NC(C)=O)c(C)nn2-c2ccccc2)cc1
    -2, -12, -28, 99, 34, 0, 1, -9.3, 97
(22) CCCC1CCC(C2=N/C(=C\c3ccc(OC)c(OC)c3)C(=O)O2)CC1 (stereo unspecified)
    4, -2, -30, 102, -8, -1, -3, 1.9, 99
(23) Cc1cccc(OCC(=O)Nc2nc3ccc([N+](=O)[O-])cc3s2)c1C
    7, 5, 4, ., 19, -2, ., 14, .
(24) COc1ccc(C(=O)Oc2ccc3oc(=O)sc3c2)cc1
    2, 2, -9, 105, 22, -3, 5, -0.2, 102
(25) CCCC(NC(=O)c1c(C)noc1C)C12CC3CC(CC(C3)C1)C2 (stereo unspecified)
    -4, -15, -3, 99, -4, 10, 1, -1.3, 103
(26) CSCC[C@H](NC(=O)[C@@H]1Cc2c([nH]c3ccccc23)C2c3ccccc3C(=O)N21)C(=O)NCC1CCCO1 (stereo partly specified)
    -11, 7, -23, 101, -3, -5, -1, 0.7, 98
(27) CCn1c(C)[n+](Cc2ccccc2)c2ccc(Cl)cc21
    -6, 2, -14, 3.0*[inhibitor], -5, -4, -46, 1.0, 5.0*[inhibitor]
(28) O=C(O)CC(SCC(=O)Nc1ccc(Br)cc1)C(=O)O (stereo unspecified)
    -1, 9, 1, 98, 57*, 3, -2, -0.2, 104
(29) COc1ccc2nc(NC(=S)N(C)C)sc2c1
    2, -22, 2, 102, -11, 2, 3, -1.7, 100
(30) CC(NC(=O)Nc1ccc2c(c1)OCO2)C1CCCO1 (stereo unspecified)
    1, -12, -1, 97, 3, -5, -1, -2.0, 95
(31) CCCn1c(SCCN2CCOCC2)nc2c1c(=O)n(C)c(=O)n2C
    -10, 1, -15, 106, 3, -4, 5, -0.7, 106
(32) Cc1ccc(C(=O)CSc2nnc(CNc3ccc(C)cc3C)o2)cc1
    -4, -27, -2, 93, 1, -7, -3, -1.1, 94
(33) CCOc1ccc(/C(O)=C2/C(=O)C(=O)N(CCOCCO)C2c2ccccc2)cc1 (stereo unspecified)
    5, 16, -30, 86, -5, -1, -8, -0.8, 87
(34) CCOCCOC(=O)c1[nH]c2c(c1C)C(=O)CC(c1ccc(OC)c(OC)c1)C2 (stereo unspecified)
    -3, 0, -34, 102, -11, -1, 7, -2.2, 102
(35) OCC1(CC2CCCCO2)CCN(C/C=C/c2ccccc2)CC1 (stereo unspecified)
    13, 10, 8, 104, -8, -2, -10, -0.9, 93
(36) CC1CN(C)C(C)c2c1oc1ccc([N+](=O)[O-])cc21 (stereo unspecified)
    7, 14, 2, 90, -1, -7, -12, 1.1, 86
(37) CCn1c(-c2ccc(C)cc2)nn(CC(=O)NCCc2ccccc2)c1=S
    -4, 6, -33, 93, 3, 1, -3, 0.2, 93
(38) C=CCn1c(COc2ccccc2F)nnc1SCC(=O)N1CC(=O)Nc2ccccc21
    0, 9, -32, 99, 4, -4, 0, -1.5, 101
(39) Cc1ccc(N(C)C(=O)N2CCN(S(=O)(=O)c3ccc(C)c(C)c3)CC2)cc1
    -4, 3, -34, 97, -7, -3, -1, 1.3, 102
(40) Cc1cc(S(=O)(=O)N2CCN(c3ncccn3)CC2)ccc1-n1cnnn1
    -4, -26, -11, 101, 22, 4, -3, 0.6, 102
(41) O=C(O)C1CSC2(CCN(Cc3ccccc3)CC2)N1 (stereo unspecified)
    3, 18, 2, 103, 21, -4, 3, -0.4, 105
(42) CC(=O)N1CCN(c2cc3c(cc2F)c(=O)c(C(=O)O)cn3C2CC2)CC1
    -9, 26, -4, ., 2, -3, ., -1.0, .
(43) Cc1cccc(C(C(=O)NC2CCCCC2)N(C(=O)c2csnn2)C2CC2)c1 (stereo unspecified)
    24, 1, -33, 100, -9, -3, 6, -1.6, 103
(44) CCCNC(=O)C1Cc2cc(S(=O)(=O)N3CCCC3)ccc2N1C(C)=O (stereo unspecified)
    13, -21, -2, 102, 1, -6, 1, -0.1, 103
(45) O=c1ccn(Cc2ccccc2)c2ccccc12
    ., 23, ., 107, 8, 4, 5, -0.3, 103
(46) CCCn1cnnc1CNC(=O)C1CCC(=O)N(CCc2cccc(F)c2)C1 (stereo unspecified)
    9, 6, -9, 97, -8, -4, 2, 0.4, 97
(47) CN(C)c1cccc(C(=O)OCC(=O)NCC2CCCO2)c1 (stereo unspecified)
    6, 11, -12, 107, 1, 2, 9, -0.4, 106
(48) CCc1c(C(=O)N/N=C/c2cccs2)nnn1-c1nonc1N
    -1, 3, -9, 100, -27, 1, -5, 6.4, 98
(49) COc1ccc(C(c2nnnn2C2CCCCC2)N2CCN(C)CC2)c(OC)c1 (stereo unspecified)
    0, 3, 12, 102, 5, -4, 7, 1.5, 99
(50) O=C(C1CCN(c2ncnc3c2sc2cccc(F)c23)CC1)N1CCCC1
    -4, 18, -32, 104, ., 1, 4, ., 104

# Continuation.
# Below each SMILES – HCV NS3 hel inh, SUMO HTRF inh, FID counter, MEKK3 PB1 HTS, CRFBP-R2 block, GalR3 antag, MEKK2mut PB1 HTS, CRFR2-BP ag, MEKK2wt PB1 HTS
(51) CN(C)/C=C1\SC(=S)N(N2C(=O)C3C4C=CC(C4)C3C2=O)C1=O (stereo unspecified)
    -4, 8, 0, 103, -4, -2, -6, 0.6, 99
(52) COC(=O)C1=C(C)NC(C)=C(C(=O)OC)C1C1CC=CCC1 (stereo unspecified)
    3, -19, -22, 91, 4, -3, 12, -0.9, 96
(53) O=C(O)CCSCCCN1C(=O)c2cccc3cccc(c23)C1=O
    5, 4, -36, 100, -1, -2, -1, 1.0, 98
(54) CN(Cc1c(C(=O)N/N=C/c2cccc(O)c2)nnn1-c1nonc1N)c1ccccc1
    5, -12, -24, 95, -6, ., -15, 1.2, 88
(55) CCOc1ccccc1CN1C(=O)NC2(CCCCCC2)C1=O
    12, -1, -21, 98, 10, -9, -7, 0.2, 97

# Entries from the list above with an aryl methoxy group:
# Below each SMILES – HCV NS3 hel inh, SUMO HTRF inh, FID counter, MEKK3 PB1 HTS, CRFBP-R2 block, GalR3 antag, MEKK2mut PB1 HTS, CRFR2-BP ag, MEKK2wt PB1 HTS
(3) COc1ccc(-n2nnnc2SCC(=O)N2CCCc3ccccc32)cc1OC
    2, 19, -11, 95, -14, -3, 2, 0.7, 91
(6) COc1ccccc1Nc1nc2c(s1)CCC2
    1, 18, -3, 98, -14, -3, -1, 2.0, 98
(9) COc1ccc(N2CSC3=C(C#N)C(c4ccc(OC)c(OC)c4)CC(=O)N3C2)c(OC)c1 (stereo unspecified)
    20, 13, -22, 100, -11, ., 3, -2.1, 100
(15) COc1ccc(OC)c(C2=NOC(C(=O)N3CCCc4ccccc43)C2)c1 (stereo unspecified)
    -2, 3, -26, 100, -14, -3, -3, 1.7, 95
(19) COc1nccnc1NS(=O)(=O)c1ccc(N/C=C2\CCCCC2=O)cc1
    13, 3, -9, 97, -10, -2, -3, 0.6, 95
(22) CCCC1CCC(C2=N/C(=C\c3ccc(OC)c(OC)c3)C(=O)O2)CC1 (stereo unspecified)
    4, -2, -30, 102, -8, -1, -3, 1.9, 99
(24) COc1ccc(C(=O)Oc2ccc3oc(=O)sc3c2)cc1
    2, 2, -9, 105, 22, -3, 5, -0.2, 102
(29) COc1ccc2nc(NC(=S)N(C)C)sc2c1
    2, -22, 2, 102, -11, 2, 3, -1.7, 100
(34) CCOCCOC(=O)c1[nH]c2c(c1C)C(=O)CC(c1ccc(OC)c(OC)c1)C2 (stereo unspecified)
    -3, 0, -34, 102, -11, -1, 7, -2.2, 102
(49) COc1ccc(C(c2nnnn2C2CCCCC2)N2CCN(C)CC2)c(OC)c1 (stereo unspecified)
    0, 3, 12, 102, 5, -4, 7, 1.5, 99

# Printed as active in CRFBP-R2 block (from the list above):
cpd | Structure | HCV NS3 hel inh | SUMO HTRF inh | MEKK3 PB1 HTS | CRFBP-R2 block | GalR3 antag | MEKK2mut PB1 HTS | CRFR2-BP ag | MEKK2wt PB1 HTS
28 | O=C(O)CC(SCC(=O)Nc1ccc(Br)cc1)C(=O)O (stereo unspecified) | -1 | 9 | 98 | 57* | 3 | -2 | -0.2 | 104

# These rows are one share of the data; the hit share may differ from the screen's.
